Source: PubChem BioAssay (National Center for Advancing Translational Sciences (NCATS))
D1 antagonist = Antagonist of Human D 1 Dopamine Receptor: qHTS; D(1A) dopamine receptor (Homo sapiens), P21728; HEK293 TREx D1 cells, calcium flux, dopamine EC80; hits give low values; activity change, negative = inhibition, % at 10 µM; hit rate 3.2% among 360,000; AID 504652, 2011; in the data active = activity change below about -30%; note: % is set by controls: 0 for no effect and ±100 for the full control effect
Target sequence (P21728 whole entry, looked up): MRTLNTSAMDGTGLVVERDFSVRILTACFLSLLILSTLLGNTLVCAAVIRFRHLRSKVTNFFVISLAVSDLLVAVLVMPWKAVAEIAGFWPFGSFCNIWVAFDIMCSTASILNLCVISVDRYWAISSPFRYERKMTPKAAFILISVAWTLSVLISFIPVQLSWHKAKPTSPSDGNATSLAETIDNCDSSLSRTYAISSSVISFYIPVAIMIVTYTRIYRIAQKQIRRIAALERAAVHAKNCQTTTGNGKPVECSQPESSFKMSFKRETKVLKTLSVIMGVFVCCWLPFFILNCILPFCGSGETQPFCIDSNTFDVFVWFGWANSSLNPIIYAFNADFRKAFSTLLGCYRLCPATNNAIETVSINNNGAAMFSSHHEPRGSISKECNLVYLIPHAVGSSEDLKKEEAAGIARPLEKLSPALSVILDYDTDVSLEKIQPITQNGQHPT
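Antagonism measured as reduced calcium response to an EC80 dopamine addition following 180 s compound pre-read; cells were inducible HEK293 Trex D1 plated overnight at 30 C, read kinetically at 1 cycle/sec.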
Vif-A3G inh = qHTS for Inhibitors of Vif-A3G Interactions: qHTS; DNA dC->dU-editing enzyme APOBEC-3G (Homo sapiens), Q9HC16; HeLa A3G-eYFP + Vif (tagged APOBEC3G with the HIV-1 protein that degrades it), YFP fluorescence, overnight; Potency, µM (highest dose often 46.1 µM), inactives show top-dose activity, negative = active, hits mostly inhibitors; hit rate 0.076% among 410,000;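 note: potency is the fitted concentration of half-maximal effect; % is set by controls: 0 for no effect and ±100 for the full control effect; nearly all actives have a fitted effect of over 60% in size; hits raise eYFP signal because A3G escapes Vif-driven loss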
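Read-out is eYFP fluorescence (Ex 488/Em 500-530) from Vif-expressing HeLa A3G-eYFP cells; more signal means A3G escaped Vif-mediated degradation. Cells plated overnight, compound pinned in, incubated overnight at 37 deg C.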
D1 potentiator = Potentiators of Human D1 Dopamine Receptor: qHTS | hit rate 0.036% among 360,000 | HEK293 TREx D1 cells, calcium flux, dopamine EC20 potentiation | D(1A) dopamine receptor (Homo sapiens), P21728 | potentiation, % at 10 µM; in the data active = potentiation above about 30%; note: 0% is about no effect
RXFP1 agonist = qHTS Assay for Agonists of the Relaxin Receptor RXFP1; Relaxin receptor 1 (Homo sapiens), Q9HBX9; HEK293T-RXFP1 cAMP TR-FRET, 30 min; response scale: percent of porcine relaxin response, buffer zero; Potency, µM (doses to about 57.5 µM), for inactives: top-dose activation, most hits filed as activators; hit rate 0.3% among 370,000; note: potency is the fitted concentration of half-maximal effect; % is set by controls: 0 for no effect and ±100 for the full control effect; nearly all actives have a fitted effect of over 60% in size; many of its hits are not listed in these tables
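HEK293T cells stably expressing RXFP1 were pretreated with the PDE4 inhibitor Ro 20174, exposed to compounds for 30 min at 37C, lysed, and cAMP was read by TR-FRET. Data normalized to buffer (basal) and 29 nM porcine relaxin (100%).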
Glioma ERSR ind = qHTS for Inducers of the Endoplasmic Reticulum Stress Response (ERSR) in Human Glioma: qHTS; Potency, µM, for inactives: top-dose activation, usual class: activators; U87-MG GRP78 promoter luciferase reporter, 16 h; hit rate 0.02% among 420,000; AID 602332, 2012; note: potency is the fitted concentration of half-maximal effect; series mostly up to about 76 µM; % of control where 0% means no effect; nearly all actives have a fitted effect of over 35% in size
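Stably transfected U87-MG glioma cells carrying a GRP78-based luciferase sensor; 16 h compound incubation. Luminescence end-point read 10 min after Bright-Glo addition at room temperature.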
D1 agonist = Allosteric Agonists of the Human D1 Dopamine Receptor: qHTS; D(1A) dopamine receptor (Homo sapiens), P21728; HEK293 T-REx D1 cells, calcium flux, agonist mode; activation, % at 2 µM; hit rate 1% among 360,000; AID 504660, 2011; in the data active = activation above about 30%; note: 0% is about no effect
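Agonism was scored from calcium flux recorded over 180 s (1 read/s) after pintool compound addition, following a 10-cycle baseline. Cells were inducible force-coupled HEK293 TREx D1, plated overnight at 30 C and loaded with no-wash calcium dye.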
D2 PAM = HTS Assay for Positive Allosteric Modulators of the Human D2 Dopamine Receptor: Primary Screen for Potentiators; potentiation, % at 10 µM; hit rate 0.34% among 340,000; AID 485347, 2010; HEK293 T-REx D2, calcium flux, EC20 dopamine potentiation; D(2) dopamine receptor (Homo sapiens), P14416;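 active = potentiation over 3 SD above the plate norm, cut at about 30% in these data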; note: 0% is about no effect
Target sequence (P14416 whole entry, looked up): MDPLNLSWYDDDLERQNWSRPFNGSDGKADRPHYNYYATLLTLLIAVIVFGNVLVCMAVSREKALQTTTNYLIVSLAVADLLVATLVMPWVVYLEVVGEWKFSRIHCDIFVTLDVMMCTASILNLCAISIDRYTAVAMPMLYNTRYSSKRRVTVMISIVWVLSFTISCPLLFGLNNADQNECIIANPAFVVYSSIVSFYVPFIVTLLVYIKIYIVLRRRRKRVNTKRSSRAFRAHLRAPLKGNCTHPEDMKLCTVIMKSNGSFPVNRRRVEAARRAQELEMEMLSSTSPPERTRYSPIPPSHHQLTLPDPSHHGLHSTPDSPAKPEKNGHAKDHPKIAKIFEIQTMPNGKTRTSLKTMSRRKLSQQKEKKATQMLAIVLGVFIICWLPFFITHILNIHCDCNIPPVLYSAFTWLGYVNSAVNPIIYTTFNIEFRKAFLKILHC
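Using a no-wash calcium dye in inducible, force-coupled HEK293 Trex cells expressing D2, we tracked fluorescence each second for 180 s after compound, then for 180 s after EC20 dopamine to detect augmented signalling.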
Vif-A3F inh = qHTS for Inhibitors of Vif-A3F Interactions: qHTS; HeLa A3F-eYFP + Vif (tagged APOBEC3F with the HIV-1 protein that degrades it), YFP fluorescence increase; Potency, µM (doses to about 46.1 µM), for the others: at the highest dose activity, negative = active; hit rate 0.2% among 390,000; AID 602313, 2012; note: potency is the fitted concentration of half-maximal effect; % of control where 0% means no effect; nearly all actives have a fitted effect of over 65% in size
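HeLa cells stably expressing Vif plus C-terminally eYFP-tagged A3F were seeded, incubated overnight at 37 deg C, dosed with compound, incubated overnight again at 37 deg C. Yellow fluorescence (Ex 488/Em 500-530) reported blocked Vif-mediated A3F-eYFP degradation.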
LDHA block = qHTS assay for inhibitors of human lactate dehydrogenase. L-lactate dehydrogenase A chain (Homo sapiens), P00338. purified LDHA, NADH/diaphorase-resazurin fluorescence; hits give low values. activity change, % (values are at about 110 or 230 µM). hit rate 0.15% among 480,000. AID 1347041, 2019; in the data active = activity change below about -30%; inconclusive = mostly about -25% to -30%;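 note: plate controls were DMSO wells for no effect and wells without enzyme for full effect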
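Remaining NADH was detected by diaphorase (0.133 mg/mL) converting 37 µM resazurin to fluorescent resorufin, read at 0 and 20 minutes. The preceding 5-minute room-temperature reaction used 2 nM LDHA, 0.2 mM sodium pyruvate and 0.06 mM NADH at pH 7.4.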
Active calls of the source: *; ? = inconclusive; · = not tested or not shown; & = joins results of further samples. Unless noted, calls come from the whole dose curve; as a rule, active = well fitted curve in the direction sought with a large enough effect; inconclusive = small, poorly fitted or top-dose-only effect, or another doubt; inactive = no such curve, though single readings can be large; an effect the other way counts as inactive or inconclusive. Some of the compounds tested; the hit share may differ from the screen's.

#	mol	D1 antagonist	Vif-A3G inh	D1 potentiator	RXFP1 agonist	Glioma ERSR ind	D1 agonist	D2 PAM	Vif-A3F inh	LDHA block
1	COc1ccc(-c2nc(CSCC(=O)NC3CCN(Cc4ccccc4)CC3)c(C)o2)cc1OC	9	4%	-2	0.2%	-5%	3	21	7%	-6
2	COc1ccc(Cn2c(CCC(=O)Nc3ccccc3OC)nc3cccnc32)cc1	2&-9	-6%&-3%	-2&-3	1.3%&-0.4%	-7%&-1%	5&-2	9&6	-6%&5%	-10&-8
3	Cc1c(Cl)cccc1NS(=O)(=O)c1ccccc1	·	-12%	·	·	-1%	·	·	11%	4
4	O=C(/C=C/c1ccccc1)NCCSCc1ccccc1Cl	-32*	-1%	-4	-0.5%	-5%	14	-20	6%	-1
5	O=C(Cc1ccccc1)Nc1nnc2n1CCS2	12	-2%	-3	2.1%	-4%	1	13	8%	2
6	Cc1ccc(C)c(C(=O)COC(=O)Cn2c(C)csc2=O)c1	-8	3%	-2	0.5%	4%	1	5	-6%	-9
7	COc1cc(C=O)c(Br)cc1OCC(=O)NCc1ccccc1	1	3%	5	7.0%	-4%	0	3	0%	-4
8	CCOc1ccc(N2C(=O)CC(Cc3cc(C)cc(C)c3)C2=O)cc1 (centres undefined)	3	-7%	1	0.2%	0%	3	-4	-13%	1
9	CC(C)CN(C(=O)CN(C)S(=O)(=O)c1ccc(Cl)cc1)C1CCS(=O)(=O)C1 (centres undefined)	1	2%	-4	3.5%	-4%	4	2	0%	3
10	CS(=O)(=O)N(CC(=O)NCc1ccc2c(c1)OCO2)c1cccc(Cl)c1	-1	-11%	3	-0.8%	-4%	3	2	-11%	0
11	COc1ccc(NC(=O)COC(=O)CCNS(=O)(=O)c2ccc(Cl)cc2)cc1	-22	-2%	1	2.0%	-4%	5	-2	7%	-6
12	Cc1cc(C)c2c(N)c(C(=O)c3ccc(Cl)cc3)sc2n1	-3	-29%	-11	-0.1%	0%	0	-7	?	-4

Ordered by SMILES length (smallest number first): some entries from above
#	mol	D1 antagonist	Vif-A3G inh	D1 potentiator	RXFP1 agonist	Glioma ERSR ind	D1 agonist	D2 PAM	Vif-A3F inh	LDHA block
5	O=C(Cc1ccccc1)Nc1nnc2n1CCS2	12	-2%	-3	2.1%	-4%	1	13	8%	2
3	Cc1c(Cl)cccc1NS(=O)(=O)c1ccccc1	·	-12%	·	·	-1%	·	·	11%	4
4	O=C(/C=C/c1ccccc1)NCCSCc1ccccc1Cl	-32*	-1%	-4	-0.5%	-5%	14	-20	6%	-1
7	COc1cc(C=O)c(Br)cc1OCC(=O)NCc1ccccc1	1	3%	5	7.0%	-4%	0	3	0%	-4
12	Cc1cc(C)c2c(N)c(C(=O)c3ccc(Cl)cc3)sc2n1	-3	-29%	-11	-0.1%	0%	0	-7	?	-4
8	CCOc1ccc(N2C(=O)CC(Cc3cc(C)cc(C)c3)C2=O)cc1 (centres undefined)	3	-7%	1	0.2%	0%	3	-4	-13%	1
2	COc1ccc(Cn2c(CCC(=O)Nc3ccccc3OC)nc3cccnc32)cc1	2&-9	-6%&-3%	-2&-3	1.3%&-0.4%	-7%&-1%	5&-2	9&6	-6%&5%	-10&-8
10	CS(=O)(=O)N(CC(=O)NCc1ccc2c(c1)OCO2)c1cccc(Cl)c1	-1	-11%	3	-0.8%	-4%	3	2	-11%	0
11	COc1ccc(NC(=O)COC(=O)CCNS(=O)(=O)c2ccc(Cl)cc2)cc1	-22	-2%	1	2.0%	-4%	5	-2	7%	-6
1	COc1ccc(-c2nc(CSCC(=O)NC3CCN(Cc4ccccc4)CC3)c(C)o2)cc1OC	9	4%	-2	0.2%	-5%	3	21	7%	-6

More compounds.
#	mol	D1 antagonist	Vif-A3G inh	D1 potentiator	RXFP1 agonist	Glioma ERSR ind	D1 agonist	D2 PAM	Vif-A3F inh	LDHA block
13	COc1ccc(-c2noc(-c3ccc(NCCc4ccccc4)c([N+](=O)[O-])c3)n2)cc1	-4	3%	-1	2.4%	-1%	0	5	-1%	-1
14	CN1C(=O)NC(=O)C1c1ccccc1 (centres undefined)	·	2%	·	·	-1%	·	·	-9%	0
15	Cc1cccc2nc(Cn3c(=O)n(CCC(=O)NCc4ccco4)c(=O)c4sccc43)cc(=O)n12	-8	1%	-3	3.6%	-4%	3	0	-8%	0
16	Cn1c(=O)c2c(nc(Oc3ccc4c(c3)OCO4)n2Cc2ccc(Br)cc2)n(C)c1=O	-12	-6%	-4	-0.8%	-3%	1	-1	-20%	-11
17	O=C(NCc1cccc(C(F)(F)F)c1)c1cc(Cl)cc(Cl)c1	3	2%	-2	3.1%	-1%	16	5	-5%	-10
18	CCOC(=O)c1c(NC(=O)C2C3CCC(O3)C2C(=O)O)sc(C)c1-c1ccc(F)cc1 (centres undefined)	-9	0%	2	17%	-4%	1	7	0%	-5
19	Cc1ccc(C)c(NC(=O)Cn2ccn(-c3ccc4c(c3)OCO4)c(=O)c2=O)c1	10	2%	-3	-0.2%	-6%	0	-10	1%	0
20	CCCn1nc2cc(C(=O)NCCc3ccc(C)cc3)ccc2c1OCC	20	-8%	-5	-1.2%	-2%	0	14	-3%	0
21	CCC1CCCCN1CCNS(=O)(=O)c1ccc2c(c1)oc(=O)n2C (centres undefined)	1	0%	-2	1.1%	-3%	4	-5	-2%	-1
22	COc1cc(OC)c(-c2noc(C(=O)OC(C)(C)C)c2C(=O)OC(C)(C)C)c(OC)c1	3	-4%	-7	0.3%	-1%	7	-12	-10%	-2
23	CCCOC(=O)CSc1nnc(-c2cc(OC)c(OC)c(OC)c2)o1	5	7%	0	4.7%	?	1	11	1%	-8
24	CSc1nccc(Oc2ccc(C#N)cc2)n1	0	-5%	3	-1.3%	-2%	3	13	1%	-2

The list goes on, overlapping the part above by two compounds.
#	mol	D1 antagonist	Vif-A3G inh	D1 potentiator	RXFP1 agonist	Glioma ERSR ind	D1 agonist	D2 PAM	Vif-A3F inh	LDHA block
23	CCCOC(=O)CSc1nnc(-c2cc(OC)c(OC)c(OC)c2)o1	5	7%	0	4.7%	?	1	11	1%	-8
24	CSc1nccc(Oc2ccc(C#N)cc2)n1	0	-5%	3	-1.3%	-2%	3	13	1%	-2
25	Cc1cc(C)n2nc(CC(=O)NCc3ccc(F)cc3)nc2n1	5	2%	-1	8.6%	-1%	4	7	20%	-1
26	CCSc1nc2ccc(OC)cc2cc1C#N	18	-1%	-9	17%	1%	1	-7	0%	-5
27	COC(=O)c1cc(S(=O)(=O)N2CCN(c3cccc(Cl)c3)CC2)c[nH]1	-1	1%	-5	2.4%	-6%	8	0	-11%	-4
28	S=C1Nc2ccccc2Sc2ccc(Cl)cc21	9	-4%	2	0.9%	-5%	4	14	-10%	-2
29	Cc1nn(-c2ccc(F)cc2)c(C)c1CN1CCN(CCC(C)C)C(CCO)C1 (centres undefined)	0	3%	-1	1.3%	-4%	0	-2	10%	-2
30	O=C(c1ccco1)N1CCN(Cc2nc3cc(Cl)ccc3c(=O)[nH]2)CC1	12	-5%	2	4.8%	-2%	1	·	-6%	-2
31	O/N=C(\COc1ccccc1O)c1ccccc1	2	-4%	-6	-1.2%	2%	2	-2	2%	0
32	C=CCn1c(SCc2c(C)noc2C)nc2sc3c(c2c1=O)CCC(C)C3 (centres undefined)	-14	-22%	-6	0.7%	-6%	2	-1	7%	5
33	C[C@@H]1CN([C@@H](C)CO)S(=O)(=O)c2ccc(-c3cccc(C#N)c3)cc2O[C@@H]1CN(C)C(=O)c1ccc(F)cc1	·	-6%	·	·	-4%	·	·	0%	2
34	Cc1ccc(S/C=C\C(=O)c2ccccc2)cc1	7	?	-6	-0.2%	0%	4	8	-7%	6
35	Cc1ccc(OCC(=O)N(Cc2ccco2)c2ccccn2)cc1	5	·	-1	-0.8%	·	-3	8	·	-6
36	Cc1ccc(NC(=S)NCc2ccc(F)cc2)c(C)c1	-11	2%	-1	1.4%	0%	4	4	-40%	-10
37	COc1ccccc1NC(=O)CSC1=Nc2ccccc2N=C(c2ccc(F)cc2)C1	-5	0%	-2	0.8%	0%	5	3	-6%	-1
38	Cc1cc(N2C(=O)C(O)=C(C(=O)c3ccc(C)o3)C2c2ccc([N+](=O)[O-])cc2)no1 (centres undefined)	2	1%	2	1.0%	-4%	6	1	-5%	-1
39	CCCCn1nc2cc(C(=O)NC[C@@H]3CCCO3)ccc2c1OCC	4	0%	-4	6.1%	-1%	0	7	-3%	0
40	O=C(c1ccccc1)[C@@H]1[C@@H](C(=O)c2ccc(F)cc2)[C@@]2(C(=O)Nc3ccccc32)[C@H]2c3ccccc3C=CN12	1	-17%	8	-0.9%	0%	6	-20	?	11
41	CN(C)S(=O)(=O)c1ccc(Cl)c(C(=O)NC2CCN(Cc3ccccc3)C2)c1 (centres undefined)	11	1%	-3	3.5%	1%	5	7	-7%	-13
42	c1cc2c(cc1Oc1nc(N3CCOCC3)nc(N3CCOCC3)n1)OCO2	4	-10%	-9	0.2%	-4%	3	7	-6%	-4
43	O=C(NCc1ccco1)C(c1cccnc1)N(C(=O)Cn1nnc2ccccc21)c1ccc(F)cc1 (centres undefined)	4	2%	-1	1.5%	-2%	-1	-6	4%	-2
44	CC(=O)Nc1ccc(-c2nnc3n(CC(C)C)c(=O)c4ccccc4n23)cc1	4	3%	2	-1.9%	-1%	-1	-3	3%	-5
